EBI2 block: EBI2 receptor antagonists, beta-arrestin recruitment, primary screen, cell-based, luminescence, 7a,25-OHC stimulation, uHTS | G-protein coupled receptor 183 (Homo sapiens), P32249 | 7a,25-OHC stimulated | inhibition, % at 5 µM | hit rate 0.81% among 360,000 | AID 651636, 2012; in the data active = inhibition above about 38%;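 note: enzyme fragment complementation signal reports receptor beta-arrestin coupling in cells; 0% = agonist plus DMSO wells and 100% = wells without agonist; some results beyond the cut were filed as inactive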
Target sequence (P32249 whole entry, looked up, the tested form may be a part): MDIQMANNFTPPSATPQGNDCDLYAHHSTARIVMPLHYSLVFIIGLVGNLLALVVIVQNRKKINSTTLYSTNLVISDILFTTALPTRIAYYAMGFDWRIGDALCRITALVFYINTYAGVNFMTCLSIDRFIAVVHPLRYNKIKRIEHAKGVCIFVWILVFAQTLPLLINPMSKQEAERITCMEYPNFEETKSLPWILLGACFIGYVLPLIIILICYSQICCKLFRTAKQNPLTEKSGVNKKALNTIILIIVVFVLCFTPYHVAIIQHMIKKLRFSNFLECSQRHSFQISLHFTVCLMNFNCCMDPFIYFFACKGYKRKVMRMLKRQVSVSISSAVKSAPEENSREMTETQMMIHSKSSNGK
CXCR6 block: CXCR6 receptor inhibitors, primary screen, cell-based, beta-arrestin, luminescence, CHO-K1 PathHunter, 1536-well; C-X-C chemokine receptor type 6 (Homo sapiens), O00574; inhibition, % at 20 µM; hit rate 0.36% among 360,000; in the data active = inhibition above about 34%, passing the limit was not always enough;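 note: antagonist mode with CXCL16 agonist at 10 nM final; 0% = 10 nM CXCL16 with DMSO and 100% = unstimulated wells without agonist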
Target sequence (O00574 whole entry, looked up): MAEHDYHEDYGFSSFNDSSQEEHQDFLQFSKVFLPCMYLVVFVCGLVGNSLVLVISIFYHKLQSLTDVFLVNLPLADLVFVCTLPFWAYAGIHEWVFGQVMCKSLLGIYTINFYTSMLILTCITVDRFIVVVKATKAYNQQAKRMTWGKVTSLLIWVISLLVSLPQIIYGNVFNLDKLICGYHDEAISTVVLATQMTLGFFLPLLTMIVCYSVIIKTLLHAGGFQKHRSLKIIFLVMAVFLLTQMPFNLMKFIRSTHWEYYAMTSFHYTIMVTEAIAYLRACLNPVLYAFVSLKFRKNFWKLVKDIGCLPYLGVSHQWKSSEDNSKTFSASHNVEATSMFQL
MPTP block: mitochondrial permeability transition pore inhibitors, primary screen, biochemical, isolated mouse mitochondria, absorbance; hit rate 1.4% among 360,000; AID 602449, 2012; inhibition, % at 10 µM; Ca2+ swelling absorbance, 30 min;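 active = inhibition of 50% or more, scaled per plate between neutral and stimulator controls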;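 note: 0% = DMSO wells given calcium and 100% = 1 mM EGTA wells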
The depositor's hits bear a star. A portion of the library; rates above refer to the full screens.

canonical_smiles | CXCR6 block | MPTP block | EBI2 block
CC1(C(=O)NS(=O)(=O)c2ccc(Cl)s2)CCN1C(=O)C1CCCCC1 (stereo not drawn) | -4 | -1.1 | 10
COCCCN(Cc1cc(OC)c(OC)c(OC)c1)C(=S)Nc1cccc(SC)c1 | 3 | -0.4 | -1
COc1cc(C)ccc1S(=O)(=O)NC(=O)C1(C)CCN1C(=O)COc1ccc(Cl)cc1 (stereo not drawn) | 0 | -0.3 | -5
Cc1ccc(S(=O)(=O)NN=C(c2ccccc2)c2cccs2)cc1 | 10 | 1.0 | -1
COc1cc(C(=O)N2CCC2(C)C(=O)O)cc(OC)c1OC (stereo not drawn) | -7 | -0.6 | -7
COC(=O)[C@@]1(Sc2ccc(C)cc2)CC(=O)N(c2ccccc2)[C@@H]1c1ccccc1 | 8 | 1.2 | -31
CCOc1ccc(-c2noc(-c3csc([C@@H]4C[C@H](O)[C@@H](CO)O4)n3)n2)cc1 | -2 | -0.1 | 6
O=c1cc(CN2CCCC2)c2c(ccc3ccccc32)o1 | 2 | 0.5 | -2
C[C@@H]1CN([C@H](C)CO)C(=O)CCCn2cc(nn2)CO[C@H]1CN(C)S(=O)(=O)c1ccccc1F | -6 | 0.7 | -7
Cc1ccc(C)c2c1CCCC2=O | -6 | -0.3 | 0
COc1ccc(NC(=O)c2sc(=O)n(Cc3ccc(S(=O)(=O)N(C)C)cc3)c2C)cc1 | -1 | -1.7 | 15
CC1(C(=O)NS(=O)(=O)c2ccccc2Cl)CCN1C(=O)CC1CCCCC1 (stereo not drawn) | -5 | 0.9 | -8
CCCCn1nnnc1-c1nc2ccccc2[nH]c1=O | -14 | -1.7 | 0
COc1ccccc1-c1noc2c1C(=O)N(C(=O)OC(C)(C)C)CC2 | 3 | 6.6 | -13
CCC1NC(=O)c2cc3ccccc3cc2-n2c1nc1ccc(OC)cc1c2=O (stereo not drawn) | -3 | -0.7 | 12
Cc1ccc2c(CC(=O)Nc3ccc4nc(N5CCOCC5)sc4c3)coc2c1 | 5 | 0.9 | -3
CC(C)Oc1ccc(F)cc1-c1cc(C(=O)NCc2ccc(F)cc2)[nH]n1 | -1 | -0.1 | -1
CC(C)(C)Cc1c(C2CCCCC2)nc2ccc(Cl)cn12 | 0 | -0.8 | -31
COc1ccc(NS(=O)(=O)c2cc(N=Nc3c(O)[nH]c(=O)[nH]c3=O)ccc2OC)cc1Br | 24 | 0.6 | -7
Cn1c(NCCOc2ccccc2Cl)nc2cc(-c3ccc(F)cc3)sc2c1=O | -4 | -0.8 | -3
COc1ccc(CCC(=O)Nc2c(-c3ccc(N(C)C)cc3)[nH][nH]c2=O)cc1 | -6 | 1.3 | 0
COc1ccc(CNC(=O)CCNC(=O)N2CC(=O)Nc3ccccc32)cc1 | 2 | -1.8 | -5
OC(c1ccc(-c2ccccc2)cc1)c1ncc(-c2ccccc2)[nH]1 (stereo not drawn) | 2 | 0.5 | -7
O=C1NC[C@H](CCCCN2CCN(CCC3CCCCC3)C(=O)C2=O)N(CCc2ccccc2)C1=O | -2 | 0.2 | -6
O=C(COC(=O)c1ccc(F)cc1Cl)NC1CC1 | -2 | -0.6 | -6
CCCN1CCC(C)(C(=O)Nc2ccccc2Oc2ccccc2)C1 (stereo not drawn) | 8 | -0.2 | 13
CCOC(=O)C1=CCN(S(=O)(=O)c2ccccc2F)C1c1ccc(F)cc1 (stereo not drawn) | 2 | -2.0 | -22
CC(=O)Nc1nc(-c2ccc(-c3ccccc3)cc2)cs1 | -7 | 0.4 | 4
O=C(NCc1ccncc1)C(=O)NCC1OCCN1S(=O)(=O)c1ccccc1 (stereo not drawn) | -1 | 0.5 | -3
C[C@@H]1CN([C@H](C)CO)C(=O)CCCn2nncc2CO[C@@H]1CN(C)C(=O)C1CC1 | -10 | 0.2 | -1

Entries of single compounds from above.
COc1ccc(CNC(=O)CCNC(=O)N2CC(=O)Nc3ccccc32)cc1 as listed: CXCR6 block: 2; MPTP block: -1.8; EBI2 block: -5
CC1(C(=O)NS(=O)(=O)c2ccc(Cl)s2)CCN1C(=O)C1CCCCC1 (stereo not drawn) as listed: CXCR6 block: -4; MPTP block: -1.1; EBI2 block: 10

(cont.)
canonical_smiles | CXCR6 block | MPTP block | EBI2 block
O=c1[nH]cc(S(=O)(=O)N2CCN(c3ccccc3F)CC2)c(=O)[nH]1 | -2 | 0.6 | -8
CC(C)C[C@@H]1COc2cc(N3CCC[C@@H]3CO)ccc2S(=O)(=O)N1 | -7 | -1.9 | -1
CCCCc1c(-c2cccc(Cl)c2)ncn1CCc1ccccc1OC | 2 | 2.8 | 22
CCCCC1Cc2[nH]c(=S)[nH]c(=O)c2C(c2cccc3ccccc23)O1 (stereo not drawn) | -2 | -1.1 | -10
c1ccc(CNc2nc(Oc3ccncc3)c3sccc3n2)cc1 | 9 | 0.3 | -6
C[C@H](CO)N1C[C@H](C)[C@@H](CN(C)Cc2ccccc2)OCc2cnnn2CCCC1=O | 1 | -1.3 | 3
C(=C\c1ccccc1)/CN1CCN(C(c2cc3ccccc3o2)c2nnnn2-c2ccc3c(c2)OCCO3)CC1 (stereo not drawn) | 11 | 1.8 | 38
COc1cc(C(O)c2nc(-c3ccccc3C)cs2)ccc1F (stereo not drawn) | -1 | 4.3 | 4
CCCNC(=O)C1(C)CCCN(Cc2c(F)cccc2F)C1 (stereo not drawn) | 6 | -1.2 | 5
CN(N=Nc1ccccc1C(=O)O)C1CCCCC1 | -3 | 0.1 | 2
CCOC(=O)C1=C(Nc2ccc(OC)cc2)C(N)=NC1=N | -4 | -0.8 | -20
O=C(OCc1cn([C@@H]2C[C@H](c3ccccc3)N(C(=O)c3cccs3)C[C@H]2O)nn1)c1ccccc1 | -4 | 0.9 | 3
COc1ccc(CN2C(=O)C(CC(=O)NC3CCCC3)CC(C(=O)N(C(C)C)C(C)C)=C2C)cc1 (stereo not drawn) | -2 | 0.4 | -2
CC(C)C1C(=O)N(Cc2cn(Cc3ccco3)nn2)CCS(=O)(=O)N1Cc1ccc(-c2ccc(Cl)c(Cl)c2)cc1 (stereo not drawn) | -3 | -1.9 | 24
C#CCNC(=O)C[C@@H]1C[C@@]2(C(=O)OCC)CCC=C2N(Cc2cccc3ccccc23)C1=O | -2 | 0.3 | 4
O=C(O)c1cccc(-c2csc(C(O)(c3ccccc3)C(F)(F)F)n2)c1 (stereo not drawn) | -1 | 0.9 | 0
CN(C)C1CN(Cc2cn(Cc3ccc(C(F)(F)F)cc3)nn2)S(=O)(=O)C1 (stereo not drawn) | 5 | 0.2 | -8
O=C(Cc1ccc(OCc2ccccc2)cc1)NCc1ccc2c(c1)OCO2 | -3 | 1.1 | -6
O=C(c1cc2c(c(-c3cccc(-c4ccc(F)cc4)c3)n1)[C@H](CCO)N(C(=O)c1ccc3c(c1)OCO3)C2)N1CCOCC1 | 3 | 1.5 | 9
CC1(C(=O)NS(=O)(=O)c2cccc(Cl)c2)CCN1C(=O)C1(c2ccccc2)CC1 (stereo not drawn) | -8 | 0.3 | -3
COc1ccccc1Cc1c(-c2ccc(OC)c(OC)c2)nc2c(Cl)cc(C(F)(F)F)cn12 | 1 | 0.3 | 17
CNc1ncnc2c1ncn2[C@H]1CN(Cc2cccc3ccccc23)C[C@@H](CO)O1 | 4 | -0.7 | 3
CN(C)Cc1csc(NC(=O)Nc2ccccc2Oc2ccccc2)n1 | 0 | 1.8 | 24
CCOC(=O)[C@]12CCCC=C1N(Cc1ccc(Cl)cc1Cl)C(=O)[C@H](CC(=O)NCCC(C)C)C2 | 17 | -0.8 | 14
COc1ccc([C@H]2C[C@@H](n3cc(-c4ccc(F)cc4)nn3)[C@H](O)CN2CC2CCCCC2)cc1 | 10 | 3.8 | 21
Cc1nc(N/N=C/c2cccc([N+](=O)[O-])c2)cc(N2CCCCC2)n1 | -7 | 1.3 | 3
Cc1ccc(NC(=O)[C@H](Cc2ccccc2)NC(=O)CC[C@H]2O[C@@H](n3ccc(=O)[nH]c3=O)[C@H](O)[C@@H]2O)cc1C | -4 | -0.4 | -3
COc1ccc(S(=O)(=O)N2CCC[C@H]2C(=O)N2CCC[C@H]2C(=O)NCc2ccncc2)cc1C | -7 | -1.1 | -5
O=C(NCC1CCCCC1)c1[nH]c(C(F)(F)F)nc1-c1ccccc1 | 4 | 1.1 | -7
CC1(C(=O)Nc2ccc3ccccc3c2)CCC(=O)N1C1CCN(Cc2ccccc2)CC1 (stereo not drawn) | 7 | 1.7 | -5
CC1CCCC(NC(=O)CCN2C(=O)COc3ccccc32)C1C (stereo not drawn) | 1 | 0.0 | -5
CC(CCl)n1c(=O)c2ccccc2n1C(=O)c1ccccc1 (stereo not drawn) | -17 | 0.2 | -30
C=Cc1ccc(Cn2c(C)c(C(=O)NCc3cccc(C(F)(F)F)c3)sc2=O)cc1 | -1 | 0.1 | 12
Cc1cc(F)ccc1C(O)c1ncc(-c2ccccc2)[nH]1 (stereo not drawn) | 0 | 0.6 | -1
COc1ccc(-c2cc(NC=O)c3ncc(-c4cccc(C(=O)NCCN(C)C)c4)n3c2)cc1 | -4 | -0.6 | -4
C[C@H](CO)N1C[C@H](C)[C@H](CN(C)C(=O)c2ccccc2F)Oc2ncc(Br)cc2C1=O | -2 | -2.1 | -7
CCOc1ccc(Cc2c(O)nc(SC)[nH]c2=O)cc1 | -4 | 6.8 | -9
CC(=O)Nc1cccc(-c2ccnc3c2CC(C(=O)Nc2cccc(N(C)C)c2)O3)c1 (stereo not drawn) | -7 | -1.1 | -14
COCCNC(=O)C1(C)CCCN(C(=O)c2c(F)ccc(C)c2F)C1 (stereo not drawn) | -1 | 1.4 | -5
CCNC(=O)C1(C)CCN(C(=O)c2cccc(OC(C)=O)c2C)C1 (stereo not drawn) | 1 | -2.4 | 1
Cc1ccc(COC[C@H](CC(C)C)N2CCN(C(=O)c3cccc(C(F)(F)F)c3)CCC2=O)cc1 | 6 | 0.4 | 2
CN(C)S(=O)(=O)Nc1ccc(Cc2ccncc2)cc1 | -10 | 2.6 | 5
Cc1ccc(NC(=O)COC(=O)CN2CCSC2=O)cc1Cl | -10 | 0.8 | 7
Cc1cc(N2CCN(C(=O)Oc3ccc([N+](=O)[O-])cc3)CC2)c2ccccc2n1 | -6 | 1.6 | 0
C#CCN(C[C@@H]1[C@@H](OC(=O)NCC2CCCCC2)[C@@H](OC(=O)NCC2CCCCC2)Cn2c(=O)ccc(=O)n21)S(=O)(=O)c1ccc(C)cc1 | -8 | -2.1 | 81*
CC1(C(=O)NS(=O)(=O)c2ccccc2)CCN1C(=O)Cc1ccc(-c2ccccc2)cc1 (stereo not drawn) | 1 | -0.5 | -2
CC(C)(C)C(=O)N1CCN(c2ccc3c(c2)C2CC3CCN2C(=O)OCc2ccccc2)CC1 (stereo not drawn) | 0 | -0.6 | 6
CC1C(=O)N(Cc2cn(CCC3OCCCO3)nn2)CCS(=O)(=O)N1Cc1ccc(-c2ccc(Cl)nc2)cc1 (stereo not drawn) | -5 | -0.4 | 0
CC(C)N(Cc1nccn1C)C(=O)C1CCC(=O)N(CCc2ccccc2)C1 (stereo not drawn) | 8 | 0.5 | 3
COc1ccc(-c2cnc(C(O)c3ccc(OC)c(F)c3)[nH]2)cc1 (stereo not drawn) | 0 | -0.7 | 0
Fc1ccc(Nc2nnc(-c3ccncc3)s2)cc1Cl | -1 | 7.5 | 2
CN1CCN(C(=O)c2ccc(S(=O)(=O)N(C)c3ccccc3)cc2)CC1 | 1 | -1.5 | -4
C[C@@H]1CN([C@H](C)CO)C(=O)CCCn2nncc2CO[C@H]1CN(C)C(=O)OCc1ccccc1 | 0 | -0.1 | -13
Cc1nc2ccc(S(=O)(=O)CCC(=O)NCc3ccc(Cl)cc3)cc2s1 | 4 | -1.3 | 13
CCOc1ccc(CCN2C(=S)N([C@@H](CC(C)C)CN3CCCC3CN3C(=S)NC[C@@H]3Cc3ccccc3)C[C@@H]2CC(C)C)cc1 (stereo partly drawn) | 5 | 0.5 | -23
CN[C@@H](CO)C(=O)NC[C@H]1O[C@@H](n2cnc3c(N)ncnc32)[C@H](O)[C@@H]1O | 1 | -1.5 | 4
C[C@H]1CN([C@@H](C)CO)S(=O)(=O)c2ccc(Br)cc2O[C@H]1CN(C)S(=O)(=O)c1ccccc1F | -4 | -0.3 | -3
CCN(CC)C(=O)C1=C(C)N(Cc2ccc(OC)cc2)C(=O)C(CC(=O)NCCN2CCOCC2)C1 (stereo not drawn) | 9 | 1.9 | -4
CCCCN(C)C(=O)c1[nH]c(C(F)(F)F)nc1-c1ccccc1 | -13 | -0.3 | 3

A few values from above.
Value for CN1CCN(C(=O)c2ccc(S(=O)(=O)N(C)c3ccccc3)cc2)CC1 under CXCR6 block: 1
Value for CC1(C(=O)NS(=O)(=O)c2ccccc2)CCN1C(=O)Cc1ccc(-c2ccccc2)cc1 (stereo not drawn) under MPTP block: -0.5
Value for CCOc1ccc(Cc2c(O)nc(SC)[nH]c2=O)cc1 under MPTP block: 6.8
Value for CCCCN(C)C(=O)c1[nH]c(C(F)(F)F)nc1-c1ccccc1 under MPTP block: -0.3
Value for C=Cc1ccc(Cn2c(C)c(C(=O)NCc3cccc(C(F)(F)F)c3)sc2=O)cc1 under MPTP block: 0.1

Screening data as filed in PubChem.
